ABCB6 inh MLPCN: blocks the human ABCB6 transporter; Q9NP58; K562-ABCB6 porphyrin accumulation, flow cytometry, 1 h; stronger effect = lower value; fluorescence ratio to DMSO, % at 10 µM; 0.19% of 360,000 active; AID 602162;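 active = fluorescence ratio to DMSO below 75%, the collection mean minus 3 SD; inconclusive = too few cells collected in the well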;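 note: signal is porphyrin accumulated inside mitochondria; 100% equals median channel fluorescence of DMSO control wells; lower ratio means ABCB6 inhibition with less porphyrin fluorescence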
Target sequence (Q9NP58 whole entry, looked up): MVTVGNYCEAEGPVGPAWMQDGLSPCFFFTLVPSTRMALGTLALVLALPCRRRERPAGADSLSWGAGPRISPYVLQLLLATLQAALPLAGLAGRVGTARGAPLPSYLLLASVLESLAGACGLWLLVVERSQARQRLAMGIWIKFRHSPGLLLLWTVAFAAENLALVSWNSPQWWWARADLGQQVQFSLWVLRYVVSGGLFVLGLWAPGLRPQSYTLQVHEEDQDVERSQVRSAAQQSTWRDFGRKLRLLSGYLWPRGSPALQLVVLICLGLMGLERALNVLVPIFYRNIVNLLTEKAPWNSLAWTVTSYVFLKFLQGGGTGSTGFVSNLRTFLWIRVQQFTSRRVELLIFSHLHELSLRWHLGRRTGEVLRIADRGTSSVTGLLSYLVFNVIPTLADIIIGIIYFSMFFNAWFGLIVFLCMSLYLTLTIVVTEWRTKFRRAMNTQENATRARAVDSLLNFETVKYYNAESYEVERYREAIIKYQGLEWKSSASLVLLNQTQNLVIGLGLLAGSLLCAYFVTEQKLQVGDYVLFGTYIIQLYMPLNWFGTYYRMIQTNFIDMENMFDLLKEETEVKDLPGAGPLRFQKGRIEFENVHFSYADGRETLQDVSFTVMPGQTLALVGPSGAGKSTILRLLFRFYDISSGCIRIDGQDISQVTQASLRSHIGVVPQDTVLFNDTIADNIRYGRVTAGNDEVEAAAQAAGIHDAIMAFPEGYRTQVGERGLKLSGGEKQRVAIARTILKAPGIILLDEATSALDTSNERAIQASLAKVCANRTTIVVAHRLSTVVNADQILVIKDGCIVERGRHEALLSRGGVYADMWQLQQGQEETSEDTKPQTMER
TLR9-MyD88 block: inhibitors of human TLR9-MyD88 binding; Q9NR96+Q99836; 0.21% of 340,000 active; CHO BLA complementation TLR9-MyD88, CCF4 FRET ratio; inhibition, % at 4.98 µM;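 active = inhibition above the mean over all tested compounds plus 3 SD, cut at about 21% in these data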;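 note: 0% = DMSO only wells and 100% = clavulanate BLA inhibitor control wells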
MC4R antagonist: blocks human MC4R cAMP signaling; P32245; MC4R-expressing cells, MTII-stimulated cAMP, LANCE TR-FRET; inhibition, % at 6.5 µM; 0.48% of 360,000 active; AID 540295;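 active = inhibition above its plate's cutoff, the mean of tested wells on that plate plus 3 SD, cut at about 29% in these data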;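 note: 0% = Melanotan II alone and 100% = Melanotan II plus saturating MCL0020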
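Assay system: U2OS-MC4R stable cell line; Also added: Melanotan II; Technique: Eu-cAMP/anti-cAMP TR-FRET, emission 671 nm; Times: 30-min compound, 1-h challenge, 1-h detection, room temperature.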
NOD2 RIPK2 PPI: inhibitors of human NOD2-RIPK2 interaction; O43353; CHO BLA complementation NOD2-RIPK2, CCF4 ratio; inhibition, % at 4.98 µM; 0.38% of 360,000 active; AID 624267; in the data active = inhibition above about 21%;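 note: 0% = vehicle only and 100% = reference blocker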
H9c2 protect: myocardial damage modulation in H9c2 cells; AID 588492; protection from H2O2 cell death, % at 20 µM; 0.63% of 360,000 active; H9c2 cardiomyocytes, H2O2 injury protection, ATPLite, 2 h;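 active = compounds giving at least 50% protection of heart cells from peroxide-induced death in the single-dose screen, raw or plate-pattern-corrected value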;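 note: 0% = DMSO wells with peroxide and 100% = DMSO wells without peroxide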
ABHD5 PLIN5 PPI: ABHD5-PLIN5 protein interaction inhibition; 0.78% of 360,000 active; inhibition, % at 4 µM; Split G. princeps luciferase complementation, luminescence, 4 h; Q00G26+Q8WTS1;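 active = inhibition above the mean inhibition across every tested compound plus 3 SD, cut at about 22% in these data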;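 note: 0% = DMSO only wells and the 100% control is not disclosed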
N-glyco inh: blocks N-linked glycosylation in D54 reporter cells | D54 ERlucT glycosylation luciferase reporter, 24 h; percent of 100 nM tunicamycin response | reporter increase, % at 12.5 µM | 0.23% of 360,000 active;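 active = mean luciferase reporter signal, scaled so untreated is 0 and the glycosylation-blocking control 100, at or above a set limit in every replicate; inconclusive = mean reaches the limit but not every replicate does; inactive = mean below the limit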;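 note: luciferase carries N-glycosylation sites so blocking glycosylation raises the light; 0% = median of neutral control wells and 100% = median of 100 nM tunicamycin wells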
SRC2 inh: human SRC2 (NCOA2) inhibition | Q15596 | HEK293 GAL4-SRC2 luciferase reporter, luminescence | inhibition, % at 9 µM | 0.17% of 370,000 active;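 active = inhibition above the mean inhibition of all tested compounds plus 3 SD, set per campaign, cut at about 52% in these data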;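 note: 0% = DMSO treated cells and 100% = cells given Gossypol at 36 µM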
m5-HT2A agonist: mouse HTR2A agonism via beta-arrestin recruitment; P35363; CHO-K1 mHTR2A beta-arrestin complementation, luminescence; percent of 30 µM serotonin response; activation, % at 7.6 µM; 0.66% of 360,000 active; AID 624169;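 active = activation above a run cutoff, the mean activation of all tested compounds plus 3 SD, cut at about 14% in these data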;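 note: 0% = plate median of compound wells and 100% = 30 µM serotonin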
MC4R ag barr: human MC4R agonism via beta-arrestin; activation, % at 8.9 µM; P32245; AID 540308; U2OS MC4R beta-arrestin complementation, luminescence; percent of melanotan II response, DMSO zero; 0.98% of 360,000 active;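 active = activation above a per-plate cutoff, the mean activation of sample wells on that plate plus 3 SD, cut at about 8% in these data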
Active calls of the source: *; ? = inconclusive; · = no result given. The list is partial (hit frequency here may not be typical).

SMILES	ABCB6 inh MLPCN	TLR9-MyD88 block	MC4R antagonist	NOD2 RIPK2 PPI	H9c2 protect	ABHD5 PLIN5 PPI	N-glyco inh	SRC2 inh	m5-HT2A agonist	MC4R ag barr
Cc1cc(C)c(C(=O)/C=C/c2ccc3c(c2)OCO3)c(=O)[nH]1	106	-12	1	-6	1	2	-1	2	3	-2.7
S=C1NCCN1CC1CCN(CCC23CC4CC(CC(C4)C2)C3)CC1	100	-13	2	-10	3	7	2	-28	-6	2.1
COC(=O)c1cc(COc2ccc3ccc(=O)oc3c2)c(C)o1	?	-13	1	1	16	0	4	-27	1	-2.3
CNC(=O)/C(C#N)=C/c1cc(C)n(-c2ccc(N3CCOCC3)cc2)c1C	105	-1	-5	4	0	-4	-2	4	1	1.6
Cc1ccsc1/C=N/NS(=O)(=O)c1ccc([N+](=O)[O-])cc1	98	-5	-4	-3	2	1	3	-7	1	0.9
CN(Cc1ccccc1)C(=O)Cn1cccc1C(=O)c1ccccc1	100	5	10	-3	4	2	7	-17	1	-0.4
Cc1ccc2cc(C#N)c(N3CCCN(C(=S)NCCCN(C)C)CC3)nc2c1	93	-3	-1	-2	9	3	-5	-9	3	-1.4
COc1ccc(C(=O)Nc2cc(C(=O)NCCc3ccccc3)ccc2Cl)cc1	101	-6	0	6	4	1	-4	-17	-4	-2.1
Cc1ccc(C)c(NC(=O)COC(=O)c2ccc(S(=O)(=O)N3CCCC3)cc2)c1	100	-8	-3	-11	-4	6	1	-20	6	-0.1
CCOc1ccc(-n2cc(-c3ccccc3)c3c(=O)[nH]cnc32)cc1	100	-6	7	-1	-5	1	4	-12	6	5.9
Cc1ccc(CN2C(=O)C(C)Nc3ncnc(N4CCN(c5ccccn5)CC4)c32)cc1 (configuration not stated)	95	5	2	5	9	11	2	15	-26	-4.8
CCCCCCCCN1C(=O)[C@H](CC(=O)N2CCOCC2)C[C@@]2(C(=O)OCC)CCCC=C12	95	·	·	12	·	2	·	22	3	·
Cc1cc(C)n(CCN(C)c2nc3nonc3nc2N2CCCCC2)n1	90	-7	13	0	4	-1	-1	-11	-3	0.3
COc1cc2ccccc2cc1C(=O)Nc1ccc(S(=O)(=O)Nc2cc(C)on2)cc1	103	4	17	-5	1	-5	0	-4	-3	0.2
CCCCNCCS(=O)(=O)NCc1ccc(OC)cc1	103	-15	4	7	10	5	-1	-4	-2	-0.1
CCOc1ccc(N2CC(C(=O)NCCc3ccc(S(N)(=O)=O)cc3)CC2=O)cc1 (configuration not stated)	92	-4	-3	-7	-4	-9	-1	-10	-2	1.2
CC(C)NC(=O)c1cc(-c2cccs2)nc2ccccc12	100	7	1	-11	5	-1	3	-18	2	-1.6
COc1ccc(NS(=O)(=O)c2ccc3oc4ccccc4c3c2)cn1	86	-3	-6	-10	-17	-2	3	23	12	3.6
COc1ccc(-c2nnc(SCC(=O)Nc3cc(C)on3)n2N)cc1OC	88	0	1	-5	-2	-3	2	-10	5	-1.5
O=C(c1cc(-c2ccccc2)on1)N1CCN(C(=O)c2ccco2)CC1	99	-6	1	-6	-1	9	0	-15	-3	-0.2
O=C1CN(C(=O)COC(=O)CNS(=O)(=O)/C=C/c2ccccc2)c2ccccc2N1	98	-1	19	1	0	1	2	9	-1	-1.3
COc1cccc(NC(=O)COc2ccc(S(=O)(=O)NC(C)C)cc2)c1	105	-8	-2	-1	0	-1	0	-20	2	-1.2
CC1(C(=O)Nc2ccc3c(c2)OCCO3)CSCC(=O)N1CCCn1ccnc1 (configuration not stated)	·	·	·	9	·	0	·	-3	-1	·
COc1cccc(N2CCN(C(=O)c3cc4cc(Cl)ccc4[nH]3)CC2)c1	96	2	3	1	-2	-9	3	4	-3	-0.5
CN1CCN(CCCNC(=O)CN2C(=O)COc3ccccc32)CC1	97	1	0	2	-1	0	1	-13	7	0.3
O=C(Nc1ccc(F)c([N+](=O)[O-])c1)C1CCCO1 (configuration not stated)	97	-1	2	-9	2	-4	-1	24	-3	0.1
CCC(=O)N1CCCC(C)(C(=O)Nc2ccc(OC)c(F)c2)C1 (configuration not stated)	95	·	-3	-12	-3	-12	1	-10	-2	-1.0
CCOC(=O)C(C)n1cnc2c(nnn2-c2cccc(OC)c2)c1=O (configuration not stated)	100	-2	6	-3	-2	9	-2	-48	4	-1.2
O=C(CCC1CCCN(C(=O)c2ccc(F)c(F)c2)C1)N1CCN(c2ccccn2)CC1 (configuration not stated)	93	10	9	-1	0	0	-2	-8	8	-3.8
C#CCOc1c(Br)cc(/C=N/O)cc1OCC	95	3	-2	-4	0	-5	-4	15	-4	-0.7
CC(=O)c1cccc(-c2ccnc3c2CC(C(=O)Nc2ccccc2)O3)c1 (configuration not stated)	95	·	-6	-2	-1	-4	-4	-12	-4	-1.2
CCOC(=O)c1csc(NC(=O)c2cc(OC)c(OC)c(OC)c2)n1	87	-1	2	-4	34	-3	1	-9	1	-1.3
O=C1COc2ccc(C(=O)COC(=O)c3nc(Cl)ccc3Cl)cc2N1	94	-1	5	-18	-2	6	-1	-4	7	-0.1
CCOc1ccc(NC(=O)CN2CCN(CC(=O)Nc3ccc(OC)cc3)CC2)cc1	103	1	2	-17	-2	2	0	-8	-4	-1.5
COc1ccc(S(=O)(=O)N2CCCC2)cc1C(=O)N1CCCCC1	103	14	4	-4	-8	9	1	-7	-4	3.1
Cc1ccc(C(=O)NCc2ccccn2)cc1Cl	97	8	18	-11	10	-2	-2	-16	1	0.7
O=C(NCCCN1CCOCC1)c1ccccc1NS(=O)(=O)c1ccc(Br)cc1	102	-8	-4	0	7	2	1	6	-2	0.6
O=Cc1sc(Nc2ccccc2)nc1Cl	180	0	-1	-7	-15	3	2	-30	-1	0.4
Brc1ccccc1OCCNCc1ccccc1	99	6	10	-3	-9	6	-2	-14	-3	-0.1
O=C(CSc1ccccc1)Nc1nc2ccccc2[nH]1	101	0	0	-3	3	-3	11	-29	1	2.2
Cc1cc(OCC(=O)OCC(=O)c2ccc[nH]2)ccc1Cl	96	-3	5	-4	-1	0	2	-5	11	2.3
Cc1nc2cncc(Br)c2n1C	94	-2	-1	-2	7	3	1	5	2	-1.3
COc1ccc(-c2cc3nc(NCc4ccc(N(C)C)cc4)n(C)c(=O)c3s2)cc1OC	93	·	-5	-5	33	-3	1	-10	-2	4.5
COCCN(C(=O)COC(=O)c1nc(Cl)ccc1Cl)c1c(N)n(Cc2ccccc2)c(=O)[nH]c1=O	98	-1	2	0	-1	1	3	-13	4	0.5
O=C(CCN1C(=O)/C(=C\c2cccs2)SC1=S)Nc1ccccn1	113	-3	7	-14	14	-11	0	15	0	5.3
CC1(C)CSC(=NCCc2ccccc2)N1C(=O)c1ccc(C#N)cc1	94	-9	0	-10	-6	7	-4	-9	-1	0.4
CC(=O)C[C@H](O)CC(=O)[C@H]1OC(=O)CCCCCc2ccccc21	102	-10	2	4	0	0	1	6	10	-0.8
CC1CCCCC12NC(=O)N(CC(=O)OCC(=O)N(C)C1CCCCC1)C2=O (configuration not stated)	99	-5	0	-8	6	5	2	-2	5	-0.6
CCc1nnc(NC(=O)c2sc3nc4c(cc3c2N)CCCCC4)s1	103	11	21	9	-18	-4	-3	-74	3	0.3
Cc1cccc(NC(=O)CNC(=O)C23CC4CC(CC(Cl)(C4)C2)C3)n1	98	-12	3	-1	-3	6	-1	-19	12	-0.5

3 entries from above, with bars between the fields.
Compound | ABCB6 inh MLPCN | TLR9-MyD88 block | MC4R antagonist | NOD2 RIPK2 PPI | H9c2 protect | ABHD5 PLIN5 PPI | N-glyco inh | SRC2 inh | m5-HT2A agonist | MC4R ag barr
O=C(CCN1C(=O)/C(=C\c2cccs2)SC1=S)Nc1ccccn1 | 113 | -3 | 7 | -14 | 14 | -11 | 0 | 15 | 0 | 5.3
CC1(C)CSC(=NCCc2ccccc2)N1C(=O)c1ccc(C#N)cc1 | 94 | -9 | 0 | -10 | -6 | 7 | -4 | -9 | -1 | 0.4
COCCN(C(=O)COC(=O)c1nc(Cl)ccc1Cl)c1c(N)n(Cc2ccccc2)c(=O)[nH]c1=O | 98 | -1 | 2 | 0 | -1 | 1 | 3 | -13 | 4 | 0.5

Other structures:
SMILES	ABCB6 inh MLPCN	TLR9-MyD88 block	MC4R antagonist	NOD2 RIPK2 PPI	H9c2 protect	ABHD5 PLIN5 PPI	N-glyco inh	SRC2 inh	m5-HT2A agonist	MC4R ag barr
CCCCSc1nnc(-c2ccc(OC)cc2)n1C	101	-18	-1	-3	-15	-1	3	-12	-1	-1.9
CC(C)C(=O)OCC(=O)Nc1ccc2c(c1)CCC2	87	0	3	-5	6	2	2	-5	-1	-0.4
CN(C)[C@@H]1C(=O)C(C(N)=O)=C(O)[C@@]2(O)C(=O)C3=C(O)c4c(O)ccc(Cl)c4[C@@H](O)[C@H]3C[C@@H]12	102	3	17	12	-3	-6	-1	-8	16*	0.4
O=C(CSc1nc2ccccc2c(=O)n1-c1ccccc1Cl)Nc1cccc(S(=O)(=O)N2CCOCC2)c1	98	0	-16	-2	12	-4	-4	9	-7	-4.0
CCNC(=S)NNC(=O)c1ccncc1	102	15	1	1	11	5	1	-9	-2	-1.6
Cc1c(CC(=O)NCCC(C)C)c(=O)oc2cc3c(cc12)CCC(C)(C)O3	93	3	6	-11	-5	-6	-2	3	6	-0.9
CC1=C(C(=O)OC(C)C)C(c2ccc(N(C)C)cc2)C2=C(CC(C)(C)CC2=O)N1 (configuration not stated)	98	-8	1	-8	15	6	-1	5	-7	-0.3
CCCn1nnc(NC(=O)c2cc(Br)ccc2OC)n1	99	-1	-1	-9	-8	4	3	-9	-3	2.0
CCSC1(SCC)N=C(N)C2(C#N)C(c3ccc(F)cc3)C12C#N (configuration not stated)	89	-2	17	3	-39	14	2	16	-3	-3.5
COC(=O)c1c(O)c2ccccc2[nH]c1=O	101	4	0	3	-1	-3	2	15	3	-2.1
CC1(C)CC(=O)C(C=NCCN2CCN(CC(=O)Nc3ccc(Cl)cc3)CC2)=C(O)C1	102	2	3	-8	14	7	-3	-4	5	-2.0
CCN(CC(=O)NCCc1ccc(Cl)cc1)Cc1nc2ccccc2c(=O)[nH]1	101	5	3	5	8	1	-1	-20	-4	1.3
OC(c1ccccc1)c1ncc(-c2ccc(Cl)cc2)[nH]1 (configuration not stated)	97	·	-1	-5	1	7	1	1	-1	-1.2
O=C(c1cc(COc2ccccc2)on1)N1CCCC(OCc2cccnc2)C1 (configuration not stated)	104	0	2	-3	-3	6	-1	-13	4	0.1
O=C(NCC1CCCO1)c1c(O)nc2sccn2c1=O (configuration not stated)	93	11	0	-6	6	1	2	-5	7	-1.0
Cc1oc2nc(SCC(=O)NCCCO)nc(N)c2c1C	99	-6	15	-2	7	8	0	5	-1	-1.9
COc1cccc(CNc2nc3cc(-c4ccc(C)cc4)sc3c(=O)n2C)c1OC	88	·	12	-3	-19	8	-3	-34	4	1.1
Cc1ccc(C)c(N2CCN(C(=O)CCS(=O)(=O)c3cccc4nonc34)CC2)c1	95	12	3	9	-4	5	-1	0	3	-1.1
COc1ccc(N(CC(=O)Nc2ccc(F)cc2F)S(=O)(=O)c2c(C)nn(C)c2C)cc1	95	-11	4	-12	-1	5	-2	2	5	0.9

From PubChem BioAssay
